From PubChem
Abeta rescue: A-beta toxicity reversal in yeast; yeast expressing A-beta42, growth rescue, OD600, 48 h; response scale: 0% DMSO, 100% iron-clioquinol control; Potency, µM (top dose mostly 46.1 µM), inactives show at the highest dose growth rescue, most hits filed as activators; AID 1347071; 410,000 compounds, 0.063% hits; further: potency means the concentration at half of the fitted maximal effect; nearly all actives have a fitted effect of over 55% in size
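Yeast growth medium received pinned compounds, then yeast cells expressing toxic A-beta were added; plates incubated at 30 C for 48 hr. Growth read as absorbance at 600 nm, normalized to DMSO and equimolar FeCl3 plus clioquinol controls.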
IL-2 act: activates IL-2 in a cell-based reporter assay | 360,000 compounds, 0.065% hits | IL-2 activation reporter assay, cell-based qHTS; stimulated with anti-CD3/CD4/CD28 beads; in transgenic mouse T cells | activation, % (series mostly up to about 46 µM); in the data active means activation above about 50%; inconclusive means mostly about 30% to 49%; further: 0% is about no effect
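Unstimulated transgenic mouse T cells; 60-min compound exposure; bead-based TCR/CD4/CD28 stimulation; 18 h culture, 37 degrees C; dual fluorescence (EGFP, DsRed) plate cytometry.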
WRN inhibitor: inhibitors of human WRN helicase; 360,000 compounds, 0.46% hits; WRN helicase unwinding, fluorescent forked duplex, kinetic; Potency, µM (series often up to 114 µM), inactives show top-dose activity change, negative = inhibition, most hits filed as inhibitors; AID 651768; Q14191; further: potency means the concentration at half of the fitted maximal effect; on the % scale 0 is the no-effect control and ±100 the full control effect; nearly all actives have a fitted effect of over 55% in size
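Kinetic red-fluorescence monitoring (525/598 nm) tracks WRN helicase activity after 100 nM fluorophore-quencher forked duplex and 2 mM ATP are added to 20 nM enzyme pretreated 15 min at room temperature with compound.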
PI5P4K alpha inh: PI5P4K alpha (human) kinase inhibition; AID 652105; max response, %; P48426; 330,000 compounds, 1.2% hits; PI5P4Kalpha enzyme, ADP-Glo luminescence, 60 min; active compounds read low; active means max response of -50% or lower; inconclusive means between -30% and -50%; inactive means -30% or higher; further: value at the top dose of about 77 µM; on the % scale 0 is the no-effect control and ±100 the full control effect
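Luminescence from ADP-Glo served as readout of PI5P4Kalpha activity in a qHTS format. Reaction: enzyme, substrate, compound, ATP at 5 microM final, 60 min at RT.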
EPAC1 antagonist: blocks human EPAC1 exchange factor. O95398. EPAC1 GEF assay, Rap1b-BODIPY-GDP exchange fluorescence. Potency, µM (highest dose often 115 µM), without a hit: at the top dose activity change, negative = inhibition, actives largely listed as inhibitors. 360,000 compounds, 0.14% hits. AID 720709;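 further: potency means the concentration at half of the fitted maximal effect; plate controls were vehicle for no effect and positive control for full effect; nearly all actives have a fitted effect of over 50% in size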
Target sequence (O95398 whole entry, looked up): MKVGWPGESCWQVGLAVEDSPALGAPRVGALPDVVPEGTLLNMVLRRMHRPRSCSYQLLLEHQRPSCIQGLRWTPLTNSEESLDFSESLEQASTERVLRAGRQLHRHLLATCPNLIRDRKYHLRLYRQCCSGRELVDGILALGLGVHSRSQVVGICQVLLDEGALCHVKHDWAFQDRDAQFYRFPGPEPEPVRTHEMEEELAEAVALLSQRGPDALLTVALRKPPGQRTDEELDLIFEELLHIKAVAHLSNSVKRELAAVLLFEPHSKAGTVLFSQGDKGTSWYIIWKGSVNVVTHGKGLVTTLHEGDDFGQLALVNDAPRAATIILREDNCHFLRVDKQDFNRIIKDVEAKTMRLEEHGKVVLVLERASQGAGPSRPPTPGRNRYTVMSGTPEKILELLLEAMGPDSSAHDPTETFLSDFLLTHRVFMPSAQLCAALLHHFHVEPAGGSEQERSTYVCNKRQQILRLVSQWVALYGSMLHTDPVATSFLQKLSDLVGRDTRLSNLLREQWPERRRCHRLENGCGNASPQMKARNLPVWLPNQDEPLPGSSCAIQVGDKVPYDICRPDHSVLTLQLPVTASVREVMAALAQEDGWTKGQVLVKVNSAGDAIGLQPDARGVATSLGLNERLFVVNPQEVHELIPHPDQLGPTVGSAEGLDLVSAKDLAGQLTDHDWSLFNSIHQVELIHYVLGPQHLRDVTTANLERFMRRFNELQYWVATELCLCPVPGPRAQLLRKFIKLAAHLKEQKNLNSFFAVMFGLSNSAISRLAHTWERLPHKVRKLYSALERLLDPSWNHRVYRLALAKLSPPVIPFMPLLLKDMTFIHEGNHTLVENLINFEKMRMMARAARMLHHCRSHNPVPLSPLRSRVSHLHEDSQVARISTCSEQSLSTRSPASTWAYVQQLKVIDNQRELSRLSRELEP
PLK1 PBD inh: PLK1 (human) polo-box domain binding inhibition; P53350; Plk1 PBD binding of FITC phosphopeptide, fluorescence polarization; Potency, µM, without a hit: max response, negative = inhibition, hits mostly inhibitors; 360,000 compounds, 2.8% hits; AID 720504; further: potency means the concentration at half of the fitted maximal effect; series mostly up to about 57 µM; on the % scale 0 is the no-effect control and ±100 the full control effect; nearly all actives have a fitted effect of over 65% in size
EPAC1 agonist: agonists of human EPAC1. O95398. EPAC1 agonist qHTS, biochemical assay; response scale: 100% = response to 6.5 mM cAMP. Potency, µM (titrated, usually from 154 µM), for the others: at the highest dose activation, hits mostly activators. 360,000 compounds, 0.073% hits. AID 720707; further: potency means the concentration at half of the fitted maximal effect; nearly all actives have a fitted effect of over 60% in size
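Nucleotide exchange by EPAC1 (100 nM) on Rap1B–BODIPY-GDP (250 nM) in the presence of 50 uM GDP is tracked fluorescently at 480/540 nm over 30 min. Signals are normalized to a 6.5 mM cAMP control.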
aSyn rescue: rescues yeast growth from alpha-synuclein toxicity; AID 652106; Potency, µM (top dose mostly 46.1 µM), for inactives: at the top dose growth rescue (activation), hits mostly activators; Yeast expressing alpha-synuclein, growth rescue, BacTiter-Glo, 24 h; 370,000 compounds, 0.14% hits; further: potency means the concentration at half of the fitted maximal effect; % of control where 0% means no effect; nearly all actives have a fitted effect of over 65% in size
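Galactose-induced alpha-syn yeast (OD600=0.02, raffinose-pregrown) + pinned cpd, 24 hr, 30 deg C; growth by BacTiter-Glo luminescence. Growth restoration scores as activation.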
FUS yeast rescue: FUS proteinopathy suppression in yeast; S. cerevisiae FUS-expressing, growth rescue, OD600, 24 h; Potency, µM (doses to about 76.6 µM), for the others: top-dose growth rescue (activation), hits mostly activators; 390,000 compounds, 0.24% hits; AID 1347120;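 further: potency means the concentration at half of the fitted maximal effect; plate controls were DMSO vehicle for no effect and reference control for full effect; nearly all actives have a fitted effect of over 55% in size; some results filed as inactive show a strong effect at the top dose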
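Absorbance at 600 nm, taken 24hr after compound addition, measured rescue of FUS-yeast growth at 30C. Induction used 2% galactose with seeding at OD 0.005. Controls: CP55940 from 92uM final, DMSO only.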
* hit, by the source's call; ? = inconclusive; nt = no result given; & = joins results of further samples; [ ] = remark or other dose. Unless noted, the call rests on the fitted dose curve; in most records, active means well fitted curve in the direction sought with a large enough effect; inconclusive means small, poorly fitted or top-dose-only effect, or another doubt; inactive means no such curve, though single readings can be large; an effect the other way counts as inactive or inconclusive.

| nr | Molecule | Abeta rescue | IL-2 act | WRN inhibitor | PI5P4K alpha inh | EPAC1 antagonist | PLK1 PBD inh | EPAC1 agonist | aSyn rescue | FUS yeast rescue |
| --- | --- | --- | --- | --- | --- | --- | --- | --- | --- | --- |
| 1 | CCCc1cnc(N2CCN(S(=O)(=O)c3cccs3)CC2)nc1 | 4% | -0.7 | 11% | -1 | 10% | -13% | 19% | -1% | -14% |
| 2 | CCCOc1ccc(N2C(=O)CC(N3CCC(O)(c4cccc(C(F)(F)F)c4)CC3)C2=O)cc1 (stereo not drawn) | -90%[inhibitor] | -0.6 | -2% | -1 | -10% | -4% | -5% | 12% | ? |
| 3 | CCOC(=O)CN1CC23C=CC(O2)C(C(=O)NCc2ccccc2OC)C3C1=O (stereo not drawn) | 1% | -1.9 | -1% | -8 | -3% | -25% | 4% | 2% | -17% |
| 4 | CCCCN(C(=O)CCC(=O)Nc1cc(C)on1)C(C(=O)NC(C)(C)CC)c1cccc(OC)c1OC (stereo not drawn) | 13% | -0.1 | -3% | 3 | -25% | 3% | -10% | 5% | 22% |
| 5 | CCN(CC)C(=O)CSc1ncccc1-c1nc2ccccc2[nH]1 | -2% | -0.4 | -2% | 1 | -15% | -3% | -8% | 4% | -1% |
| 6 | COc1cc(C(=O)CSc2nncn2C)cc(OC)c1OC | 5% | 1.1 | -5% | -14 | 11% | -6% | 0% | 8% | 15% |
| 7 | CCN(CC)C(=O)c1[nH]cnc1C(=O)NC1CCN(C(=O)OC(C)(C)C)CC1 | -21% | -0.5 | -3% | -8 | -3% | -15% | 1% | 2% | -4% |
| 8 | Cc1ccc(-n2c(=O)c3sccc3n(CC(=O)NC3CCCCC3)c2=O)cc1 | 2% | 0.3 | -7% | 1 | -2% | 3% | 14% | -1% | -8% |
| 9 | O=C(Nc1ccc(N2CCOCC2)cc1)c1cc(F)c(F)cc1Cl | -18% | -0.8 | -10% | 5 | 10% | -5% | -1% | 8% | nt |
| 10 | COc1ccc(S(=O)(=O)Nc2ccc(S(=O)(=O)N3CCOCC3)cc2)cc1 | 0% | 4.1 | 0% | 8 | -11% | -11% | 1% | -1% | 9% |
| 11 | O=C(COC(=O)CCC(=O)c1ccc2c(c1)OCCO2)NCc1ccc2c(c1)OCO2 | -12% | 0.6 | 3% | -1 | 5% | -8% | 8% | -2% | 12% |
| 12 | O=C(Nc1ccc([N+](=O)[O-])cc1)C1(c2ccccc2)CCOCC1 | ? | 0.4 | -13% | -3 | 1% | -8% | -7% | 11% | nt |
| 13 | O=C(CN(C(=O)c1csnn1)c1ccc2c(c1)OCCO2)NCc1ccccc1 | -8% | -2.4 | -2% | 3 | -15% | -4% | -10% | -7% | 8% |
| 14 | Cc1cc(C)n(-c2nnc(C)n2/N=C/c2ccccc2OCc2ccccc2Cl)n1 | -4% | 2.8 | -1% | 13 | -9% | -5% | 7% | 0% | 6% |
| 15 | CCCC(=Nc1ccc(N)cc1)C1=C(O)C(C(=O)OC)C(C)(C)CC1=O (stereo not drawn) | -38%[inhibitor] | 0.5 | -1%[57.1 µM] | nt | 4% | -11% | 4% | 0% | 36% |
| 16 | CC(=O)Nc1ccc(S(=O)(=O)N2CCN(Cc3csc(C)n3)CC2)cc1 | -10% | -2.6 | -32% | 3 | -7% | -4% | 6% | -2% | nt |
| 17 | NC(=O)[C@H]1CC2(CC(c3cccc(NC(=O)COc4ccc(Cl)cc4)c3)=NO2)CN1C(=O)[C@H]1CCC(=O)N1 (stereo partly drawn) | -9% | -0.3 | 8% | -13 | -7% | -21% | -9% | -5% | 9% |
| 18 | Cc1ccnc(NC(=S)NC(=O)c2ccco2)c1 | 15% | -4.2 | -12% | -3 | -9% | -10% | 6% | 0% | 18% |
| 19 | O=c1[nH]nc2n1CCCCC2 | 3% | -0.7 | 4% | 0 | -14% | 2% | -4% | -19% | -9% |
| 20 | O=C(NCc1ccccc1)C(=O)c1cn(CC(=O)N2CCOCC2)c2ccccc12 | -9% | -0.9 | 0% | 1 | -2% | -6% | -8% | -5% | -8% |
| 21 | Cc1cc(S(=O)(=O)Nc2ccc(C(=O)NCC(c3ccco3)N3CCCCC3)cc2)ccc1F (stereo not drawn) | 0% | -0.8 | 0% | -4 | -6% | -10% | 5% | 0% | 19% |
| 22 | CC(C)(C)c1cc(=O)n2c(C#N)c(C#N)nc2[nH]1 | -7% | -1.1 | -1% | -6 | 4% | -14% | 1% | 1% | 18% |
| 23 | CN(C)CCC(c1ccccc1)c1ccccn1 (stereo not drawn) | -5%&-11%&-8% | 0.3&0.0&-0.4 | -5%&-1% | 2&7&10 | 9%&0%&7% | 3%&-4%&-9% | 10%&-7%&-19% | 13%&3%&-1%&2% | -26%&-35%&-31% |
| 24 | CCOc1cc2[nH]c(=O)n(CCCCCC(=O)NC3CCCC3)c(=O)c2cc1OCC | -2% | -0.6 | 1% | 9 | 12% | 0% | 14% | 0% | ? |
| 25 | O/N=C/c1ccc(OCC(O)COc2ccc(/C=N/O)cc2)cc1 | 10% | -0.5 | -9%[57.1 µM] | -7 | 5% | 0% | 2% | -7% | -5% |
| 26 | CCC(C(=O)NCc1cccnc1)n1nc(C)c2sc3ccccc3c2c1=O (stereo not drawn) | 4% | -3.3 | 1% | -14 | 4% | 27µM* | -3% | 10% | -6% |
| 27 | O=S(=O)(c1cccc(S(=O)(=O)N2CCC(Cc3ccccc3)CC2)c1)N1CCOCC1 | 8% | 0.8 | -9% | 10 | -17% | 27µM* | 18% | 5% | 13% |
| 28 | CC1CCN(C(=O)CSc2nnc3c(n2)[nH]c2ccc(F)cc23)CC1 | -21% | -0.5 | -11%[57.1 µM] | -3 | -23% | -18% | 7% | -5% | -27% |
| 29 | COc1ccc(NC(=O)C2CCCN(S(=O)(=O)c3ccc(-n4cnnn4)cc3)C2)cc1 (stereo not drawn) | 8% | -0.4 | -3% | -2 | -1% | -1% | -8% | 2% | 27% |
| 30 | Cc1noc(C(=O)Nc2ccc3c(c2)OCO3)c1Cl | -6% | 1.2 | 1% | -17 | ? | -9% | -5% | 0% | 6% |
| 31 | COc1ccc(-c2cc(C(F)(F)F)nc(SCCC(=O)N3CCOCC3)n2)cc1 | 0% | 0.7 | 6% | -3 | 5% | -4% | 8% | -7% | -3% |
| 32 | CCN(C(=O)Cc1ccc(Br)cc1)C1CCCCC1 | ? | -1.5 | 1%[57.1 µM] | -1 | 9% | 1% | 2% | 17% | 1% |
| 33 | O=C(O)c1ccc(COc2cccc(CO)c2)cc1 | -9% | -1.6 | -6% | nt | 6% | -7% | 5% | -4% | -4% |
| 34 | O=C(Cn1ncc2c(=O)oc3ccccc3c21)NCc1cccnc1 | 3% | -5.1 | -2% | 3 | -20% | -22% | -3% | -2% | 24% |
| 35 | N#Cc1c(/N=C/N2CCCC2)oc(-c2ccccc2)c1-c1ccccc1 | 12% | -0.1 | -6% | 14 | -8% | -5% | 2% | 2% | 26% |
| 36 | Cc1cccc(C)c1-n1nnnc1C1(C)CCC(=O)N1c1ccc(N2CCOCC2)cc1 (stereo not drawn) | -9% | -0.8 | -1% | 1 | -28% | -23% | -9% | 2% | 0% |
| 37 | Cc1ccc(NS(=O)(=O)c2ccc(C(=O)N3CC(C)CC(C)C3)cc2)cc1 (stereo not drawn) | 6% | 1.1 | -10% | 2 | -12% | -1% | 100µM* | 11% | 32% |
| 38 | Cc1ccc(NC2CCCN(C(=O)c3cc(C(C)C)[nH]n3)C2)cc1C (stereo not drawn) | 1% | -0.7 | -24% | -5 | 7% | 0% | -2% | -7% | nt |
| 39 | Cc1cc(NC(=O)CSc2nnc(-c3ccncc3)n2-c2ccccc2)no1 | -12% | -0.9 | 0% | 1 | -25% | -18% | -1% | 2% | 1% |
| 40 | CC(C)(C)NC(=O)NC(=O)CSc1ncc(C(F)(F)F)cc1Cl | 17% | -1.2 | -10% | nt | -29% | 30µM* | 2% | -8% | 32% |
| 41 | Cc1ccc(S(=O)(=O)NCc2ccc(C(=O)N3CCN(c4ccccc4)CC3)cc2)cc1 | 10% | -3.9 | -9% | 1 | ? | 1% | 5% | 5% | 38% |
| 42 | CCOC(=O)CC1=CSC2=NS(=O)(=O)CCN12 | 20% | 0.4 | -1% | -4 | 20% | -29% | 2% | -1% | 7% |
| 43 | O=C(NCCc1ccncc1)Nc1ccc(Cl)c(Cl)c1 | 2% | -0.9 | 0% | 11 | 6% | 3% | 1% | 1% | 2% |
| 44 | Cc1noc(C)c1S(=O)(=O)Nc1cccc(CO)c1 | 2% | 1.0 | -1% | 3 | 3% | -5% | 7% | 0% | -12% |

A different layout for part of the listing above.
[21] Cc1cc(S(=O)(=O)Nc2ccc(C(=O)NCC(c3ccco3)N3CCCCC3)cc2)ccc1F (stereo not drawn)
[22] CC(C)(C)c1cc(=O)n2c(C#N)c(C#N)nc2[nH]1
[23] CN(C)CCC(c1ccccc1)c1ccccn1 (stereo not drawn)
[24] CCOc1cc2[nH]c(=O)n(CCCCCC(=O)NC3CCCC3)c(=O)c2cc1OCC
[25] O/N=C/c1ccc(OCC(O)COc2ccc(/C=N/O)cc2)cc1
[26] CCC(C(=O)NCc1cccnc1)n1nc(C)c2sc3ccccc3c2c1=O (stereo not drawn)
[27] O=S(=O)(c1cccc(S(=O)(=O)N2CCC(Cc3ccccc3)CC2)c1)N1CCOCC1

Screen / compound no.,21,22,23,24,25,26,27
Abeta rescue,0%,-7%,-5%&-11%&-8%,-2%,10%,4%,8%
IL-2 act,-0.8,-1.1,0.3&0.0&-0.4,-0.6,-0.5,-3.3,0.8
WRN inhibitor,0%,-1%,-5%&-1%,1%,-9%[57.1 µM],1%,-9%
PI5P4K alpha inh,-4,-6,2&7&10,9,-7,-14,10
EPAC1 antagonist,-6%,4%,9%&0%&7%,12%,5%,4%,-17%
PLK1 PBD inh,-10%,-14%,3%&-4%&-9%,0%,0%,27µM*,27µM*
EPAC1 agonist,5%,1%,10%&-7%&-19%,14%,2%,-3%,18%
aSyn rescue,0%,1%,13%&3%&-1%&2%,0%,-7%,10%,5%
FUS yeast rescue,19%,18%,-26%&-35%&-31%,?,-5%,-6%,13%
